# Bim-Bcl-XL – inhibitors of Bim-Bcl-XL binding, primary screen, biochemical, multiplexed, bead flow cytometry, human Bcl-XL; AID 1007, 2008; Bim peptide-Bcl-XL binding, fluorescence; hit rate 0.04% among 190,000; inhibition, % at 10 µM; Bcl-2-like protein 1 (Homo sapiens), Q07817
# Target sequence (Q07817 whole entry, looked up): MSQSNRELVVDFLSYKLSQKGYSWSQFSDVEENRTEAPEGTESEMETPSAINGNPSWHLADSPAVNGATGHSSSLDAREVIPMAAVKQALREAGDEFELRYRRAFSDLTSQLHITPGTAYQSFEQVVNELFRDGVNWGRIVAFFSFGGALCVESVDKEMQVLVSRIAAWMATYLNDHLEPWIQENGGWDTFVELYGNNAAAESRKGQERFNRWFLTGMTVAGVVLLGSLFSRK
# Bim-Bfl-1 – inhibitors of Bim binding to Bfl-1, primary screen, biochemical, multiplexed, bead-based flow cytometry. inhibition, % at 10 µM. Bim-Bfl-1 binding inhibition. Bcl-2-related protein A1 (Homo sapiens), Q16548. hit rate 0.12% among 190,000. AID 1008, 2008;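 further: 0% = wells without compound plus tracer and 100% = blocker peptide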
# GSH bead fluor – compound fluorescence on glutathione beads, profiling panel, artefact control, biophysical, 488/530 nm, flow cytometry; GSH beads flow cytometry, compound fluorescence 488/530 nm; hits give high values; fluorescence (KMESF) at 10 µM; hit rate 0.25% among 190,000; AID 1776, 2009; in the data active means fluorescence above about 89;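 further: glutathione beads carrying GST-tagged Bcl family fusion proteins plus one bare bead set; values are compound well signal with DMSO vehicle wells as background; inactives centre near 16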
# Bcl-2 Bim block – inhibitors of Bim-Bcl-2 binding, primary screen, biochemical, multiplexed, human Bcl-2 family; AID 950, 2007; hit rate 0.06% among 190,000; Bead-based flow cytometry, Bim peptide-Bcl-2 binding; inhibition, % at 10 µM; Apoptosis regulator Bcl-2 (Homo sapiens), P10415; in the data active means inhibition above about 40%; inconclusive means no clear call, values can overlap the other calls;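 further: 0% = no compound wells with probe peptide and 100% = reference peptide inhibitor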
# Target sequence (P10415 whole entry, looked up): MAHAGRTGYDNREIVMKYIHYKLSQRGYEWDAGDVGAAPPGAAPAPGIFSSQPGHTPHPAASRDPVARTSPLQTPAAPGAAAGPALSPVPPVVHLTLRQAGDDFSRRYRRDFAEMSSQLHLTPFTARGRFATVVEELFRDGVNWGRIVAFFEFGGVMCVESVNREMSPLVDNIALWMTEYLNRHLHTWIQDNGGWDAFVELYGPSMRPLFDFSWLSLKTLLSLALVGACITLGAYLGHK
# ABCG2 inh – ABCG2 efflux pump inhibitors, primary screen, multiplex with ABCB1, IgMXP3 cells, flow cytometry | JC-1 efflux | inhibition, % at 6.6 µM | hit rate 0.1% among 190,000 | AID 1325, 2008;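 active means inhibition above 80%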;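 further: 0% = DMSO and 100% = nicardipine control wells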
#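 Incubation: cells with compound and JC-1, 10 min at 25 °C, rotating, no wash / Test system: IgMXP3 (ABCG2) plus far-red-tagged CCRF-Adr (ABCB1) cells / Compound dosing: one concentration, 6.6 µM final / Also added: JC-1 fluorescent substrate / Evaluation: efflux inhibition in percent versus controls / Detection: flow cytometry, 530 nm JC-1 signal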
# Bim-Bcl-W – inhibitors of Bim binding to Bcl-W, primary screen, biochemical, multiplexed, bead-based flow cytometry; Bcl-2-like protein 2 (Homo sapiens), Q92843; Bim peptide-Bcl-W binding; inhibition, % at 10 µM; hit rate 0.02% among 190,000; AID 952, 2007;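 further: 0% = bound tracer without compound and 100% = peptide blocker; higher means less fluorescent Bim peptide bound to Bcl-W beads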
# Target sequence (Q92843 whole entry, looked up): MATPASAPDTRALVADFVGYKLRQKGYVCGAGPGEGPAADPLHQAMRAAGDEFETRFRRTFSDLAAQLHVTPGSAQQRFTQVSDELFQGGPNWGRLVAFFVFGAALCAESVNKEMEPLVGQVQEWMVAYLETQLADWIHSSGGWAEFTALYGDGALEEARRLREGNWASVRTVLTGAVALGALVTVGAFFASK
# RGS7-Gao reg – RGS7-Galphao binding modulators, primary screen, biochemical, multiplexed bead flow cytometry; binding response (% of control), % at 10 µM; hit rate 0.35% among 220,000; AID 1439, 2008; actives lie on both sides; in the data active means binding response below about 49% or above about 150%; inconclusive means no clear call, values can overlap the other calls; inactive means in between;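 further: fluorescent Galphao held in activated GDP-AlF4 state binding bead-coupled RGS7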
# Target sequence (P09471 whole entry, looked up): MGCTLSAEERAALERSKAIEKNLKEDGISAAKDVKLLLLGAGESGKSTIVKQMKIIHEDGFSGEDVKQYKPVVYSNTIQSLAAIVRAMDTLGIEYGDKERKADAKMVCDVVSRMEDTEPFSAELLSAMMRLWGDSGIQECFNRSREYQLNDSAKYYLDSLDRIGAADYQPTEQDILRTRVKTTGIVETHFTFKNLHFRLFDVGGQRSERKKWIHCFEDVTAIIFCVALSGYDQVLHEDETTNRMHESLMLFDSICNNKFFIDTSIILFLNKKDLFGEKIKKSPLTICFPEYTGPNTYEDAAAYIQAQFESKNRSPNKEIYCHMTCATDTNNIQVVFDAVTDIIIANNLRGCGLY
# RGS8-Gao reg – RGS8-Galphao binding modulators, primary screen, biochemical, multiplexed bead flow cytometry; response (percent of control binding), % at 10 µM; hit rate 0.34% among 220,000; Guanine nucleotide-binding protein G(o) subunit alpha (Homo sapiens), P09471; actives lie on both sides; in the data active means response below about 60% or above about 140%; inactive means in between;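 further: Galphao activated as the GDP aluminium fluoride complex binding bead-coupled RGS8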
# Bim-Bcl-B – inhibitors of Bim-Bcl-B binding, primary screen, biochemical, multiplexed, human Bcl-2 family. AID 951, 2007. hit rate 0.073% among 190,000. Bcl-2-like protein 10 (Homo sapiens), Q9HD36. bead-based flow cytometry, Bim peptide-Bcl-B binding. inhibition, % at 10 µM;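 further: 0% = tracer peptide without compound and 100% = reference inhibitor peptide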
# ABCB1 block – ABCB1 efflux pump inhibitors, primary screen, cell-based, multiplex, flow cytometry, ABCG2 counter-screen; ATP-dependent translocase ABCB1 (Homo sapiens), P08183; CCRF-Adr cells, JC-1 efflux; inhibition, % at 6.6 µM; AID 1326, 2008; hit rate 0.067% among 190,000; in the data active means inhibition above about 40%;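 further: 0% = vehicle and 100% = reference inhibitor; higher value means more JC-1 retained so stronger ABCB1 efflux block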
# RGS4-Gao reg – modulators of RGS4 binding to Galphao, primary screen, biochemical, multiplexed bead flow cytometry | AID 1415, 2008 | actives lie on both sides | binding response (% of control), % at 10 µM | hit rate 0.33% among 220,000 | Guanine nucleotide-binding protein G(o) subunit alpha (Homo sapiens), P09471; in the data active means binding response below about 49% or above about 150%; inactive means in between;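 further: fluorescent Galphao activated with aluminum fluoride binding bead-coupled RGS4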
# Numbers without * were called inactive; ? = inconclusive; . = no result given. Unless noted, no stated cut-off is given here; in the data, active means inhibition above about 40%.
# Under each structure – Bim-Bcl-XL	Bim-Bfl-1	GSH bead fluor	Bcl-2 Bim block	ABCG2 inh	Bim-Bcl-W	RGS7-Gao reg	RGS8-Gao reg	Bim-Bcl-B	ABCB1 block	RGS4-Gao reg
Cc1cccc(Cc2nnc(NC(=O)c3cccc(S(=O)(=O)N4CCOCC4)c3)s2)c1
    -10	-16	8	-17	0	-4	101	101	-15	-0.1	101
CCCCCOc1ccc(NC(=O)C(=O)NCCCn2ccnc2)cc1
    -1	-1	18	0	5	-2	102	100	0	1.3	101
Cc1nc(N2CCN(c3ccccc3)CC2)nc2c1C(=O)CC(C)C2 (configuration not stated)
    -4	-7	25	-11	4	0	104	109	-10	-3.0	108
O=c1c2ccccc2cnn1-c1ccc(Cl)cc1
    -7	-18	22	-9	21	0	95	97	-8	0.7	96
Cc1ccc(-n2nnnc2SCC(=O)Nc2nc(-c3ccc(F)cc3)cs2)cc1C
    -1	-1	9	0	1	-1	95	97	1	0.1	100
COCc1cc(C)nc(SCC(=O)Oc2ccc(Cl)cc2)c1C#N
    -1	-3	10	-3	37	2	107	99	-4	1.8	105
CCOC(=O)CCC(NC(=O)CCC(=O)NC(CCC(=O)OCC)C(=O)OCC)C(=O)OCC (configuration not stated)
    -6	-3	9	-4	2	-4	104	107	-3	0.1	101
CCOc1ccc(C2Nc3ccccc3C(CC)(CC)O2)cc1 (configuration not stated)
    -5	-3	12	-6	9	1	98	100	-5	6.0	97
CC1=NN(C(N)=S)C(=O)C1N=Nc1ccccc1 (configuration not stated)
    0	0	16	0	2	0	102	102	0	-0.2	100
COC(=O)c1ccccc1NC(=O)COC(=O)c1cccnc1
    -1	-13	41	-11	1	-2	103	103	-8	0.3	106
COc1nc(NCCc2ccc(OC)c(OC)c2)nc(OC)n1
    -1	0	11	-1	2	-3	101	102	-1	0.6	104
COc1ccc(OC)c(C(c2nnnn2C(C)(C)C)N2CCc3ccccc3C2)c1 (configuration not stated)
    0	0	17	-5	3	-3	103	105	-2	0.9	110
Cc1ccccc1-c1nc(CN2CCC(C(=O)NCCCN3CCOCC3)CC2)c(C)o1
    -1	-4	25	-6	2	0	104	110	-1	0.5	112
CN(C[C@H](Cc1ccccc1)N(C[C@H](CC1CCCCC1)N(CCc1ccccc1)N=O)N=O)N=O
    -2	-3	20	0	2	-1	101	98	-2	2.5	98
CN1C(=O)c2ccccc2C(C(=O)O)C1c1cccc([N+](=O)[O-])c1 (configuration not stated)
    -5	-4	15	-2	-1	-4	102	97	-5	-0.1	96
CCCc1cc(=O)n2c([nH]c3ccccc32)c1C#N
    -4	-10	14	-2	1	2	104	100	-1	0.1	101
Cc1ccsc1/C=N/NC(=O)CSCc1ccc(Cl)cc1
    0	-8	12	-9	6	2	101	105	-5	0.1	105
O=C(NC1CC2CCCC(C1)N2Cc1ccco1)NC12CC3CC(CC(C3)C1)C2 (configuration not stated)
    4	-9	38	-9	2	-4	99	103	-7	1.2	102
COc1ccc(-c2cc(-c3ccccc3)nc(SCC(=O)Nc3nccs3)c2C#N)cc1
    -4	-6	14	-7	-9	-3	113	105	-37	-0.7	110
CCn1cc(/C=N/NC(=O)c2ccc3c(c2)OCO3)cn1
    -4	-1	7	-4	2	0	97	93	-1	0.0	97
Cc1cc2cc(CNC(=S)Nc3ccc(OC(F)F)cc3)ccc2[nH]1
    -5	0	17	-3	-1	-4	98	99	-9	-0.5	100
CCN(CC)CCN(Cc1cc2ccc(C)cc2[nH]c1=O)C(=O)Nc1ccc(Cl)cc1
    -2	-4	13	-2	0	0	104	102	-4	0.6	103
Cn1c(=O)c(/C=C/c2ccc(F)cc2)nc2ccccc21
    11	12	20	16	2	2	100	78	-35	0.5	97
O=C(CSc1ncc(-c2ccccc2)nn1)NCc1ccco1
    -11	-13	35	-10	5	-2	101	101	-8	0.5	98
COc1ccc(OC)c(N(CC(=O)N2CCc3ccccc3C2)S(C)(=O)=O)c1
    1	0	32	4	2	-1	99	101	3	0.6	96
Cc1ccc(N2C(=O)C3CC3C2=O)cc1 (configuration not stated)
    5	10	15	2	0	12	?	101	1	-0.8	100
CCc1ccc(Nc2ncccc2C#N)cc1
    -2	-1	8	-2	3	0	97	101	-2	0.6	102
CC(C)CCn1c(SCCN2CCOCC2)nc2c1c(=O)[nH]c(=O)n2C
    3	-3	45	-1	1	-7	98	92	-7	0.5	102
Cc1ccnc(NC(=O)CCCc2ccccc2)c1
    -6	-1	14	-1	3	-4	98	95	-7	.	94
COc1cc(C)c(N(C(C)=O)c2ccccc2)c(C)c1
    2	-1	24	-2	0	-1	98	102	-2	0.6	99
CN(C(=O)Nc1ccc(S(=O)(=O)N(C)C)cc1)C1CCCCC1
    0	-4	19	0	0	-2	99	102	-2	-0.1	98
Cc1nn(CC(=O)OCC(=O)NC(C)c2ccccc2)c(C)c1[N+](=O)[O-] (configuration not stated)
    -1	-4	17	0	2	1	100	102	2	0.6	102
CCOCCCNCc1ccc(Cl)cc1
    -9	-22	18	-10	5	-6	100	102	-9	0.2	102
O=C(Nc1ccccc1C(=O)O)/C(=C/c1ccc([N+](=O)[O-])cc1)NC(=O)c1ccc(Br)o1
    -4	-5	22	-3	-3	-1	97	98	0	-0.7	96
CC1OC(Oc2ccc3ccc(=O)oc3c2-c2c(O)ccc3cc(Oc4ccc5ccc(=O)oc5c4)c(=O)oc23)C(O)C(O)C1O (configuration not stated)
    -2	-3	18	-3	-3	-4	97	101	-3	-0.3	97
Cc1ccc(CS(=O)(=O)Cc2ccc(C(=O)NCc3cccs3)o2)cc1
    5	0	25	0	10	1	90	99	0	-0.3	99
O=c1ccc2ccc(Oc3ccc([N+](=O)[O-])cc3[N+](=O)[O-])cc2o1
    -2	2	6	-3	0	-4	100	111	-4	0.1	98
Cc1noc(C)c1C(=O)OCC(=O)Nc1ccccc1Oc1ccccc1
    -5	-12	33	-9	3	0	102	103	-9	1.0	102
O=S(=O)(Nc1ccc(N2CCOCC2)cc1)c1ccc(F)cc1
    2	1	24	2	1	8	100	104	33	0.6	102
CCOc1ccc(/C=c2\sc3nc(-c4ccco4)nn3c2=O)cc1OCC
    6	8	40	6	1	6	87	86	3	0.2	84
CCN(CC)S(=O)(=O)c1cc(NS(=O)(=O)c2c(Cl)cccc2Cl)ccc1C
    -5	-1	10	-4	0	-2	84	74	-4	-0.2	81
CCOC(=O)CNC(=S)N(Cc1ccc(C)cc1)Cc1ccc(C)o1
    -7	-3	13	-7	16	-7	100	98	-8	1.8	102
Cc1cccc(NC(=O)c2cc(NC(=O)C3CCCCC3C(=O)O)ccc2N2CCCCC2)c1 (configuration not stated)
    -5	-15	23	-8	9	2	101	98	-6	0.7	100
COc1cccc(-c2nnc(SCC(=O)Nc3ccc4c(c3)OCCO4)n2Cc2ccco2)c1
    2	2	51	-2	10	4	100	94	-3	1.8	99
CNc1nc(-c2ccc3c(c2)CCN3C(=O)CC(C)(C)C)c(C)s1
    -1	-2	15	-4	6	-4	98	100	-8	-3.6	102
CC1(C)OC(=O)N(CCC(=O)Nc2cccc(F)c2)C1(C)O (configuration not stated)
    -3	-3	11	-3	9	-1	88	95	-4	0.3	94
N=C1C(c2ccccc2)=C(O)CN1NC(=O)c1ccccc1
    -4	-6	12	-1	1	0	86	90	-2	0.1	84
CCOc1ccc(-n2c(Cc3cc(=O)[nH]c(=O)[nH]3)nnc2SC(C)C)cc1
    -2	0	24	-2	1	1	102	99	-9	0.2	102
Cn1c(=O)[nH]c(=O)c2c1nc(Br)n2CC(O)c1ccccc1 (configuration not stated)
    -4	-9	44	-9	3	-1	103	105	-4	0.4	103
Cn1nnnc1SCc1ccc(C(=O)Nc2ccc(Br)cc2)cc1
    -4	-10	53	-3	7	5	104	100	-6	0.8	106
CC(C)CC1C(C#N)=C(N)Oc2n[nH]c(-c3cccs3)c21 (configuration not stated)
    -9	-14	35	-10	33	0	101	101	-7	-1.0	98
CSCCC(NC(=O)c1ccccc1C)C(=O)O (configuration not stated)
    -3	-9	14	-1	-6	-6	?	103	-6	-0.4	103
c1ccc(Nc2nc(N3CCCCC3)nc(N3CCCCC3)n2)cc1
    -4	-16	25	-11	32	0	100	100	-6	0.5	99

# A draw from above in order of SMILES length, low to high:
# Under each structure – Bim-Bcl-XL	Bim-Bfl-1	GSH bead fluor	Bcl-2 Bim block	ABCG2 inh	Bim-Bcl-W	RGS7-Gao reg	RGS8-Gao reg	Bim-Bcl-B	ABCB1 block	RGS4-Gao reg
N=C1C(c2ccccc2)=C(O)CN1NC(=O)c1ccccc1
    -4	-6	12	-1	1	0	86	90	-2	0.1	84
Cn1nnnc1SCc1ccc(C(=O)Nc2ccc(Br)cc2)cc1
    -4	-10	53	-3	7	5	104	100	-6	0.8	106
CCOC(=O)CNC(=S)N(Cc1ccc(C)cc1)Cc1ccc(C)o1
    -7	-3	13	-7	16	-7	100	98	-8	1.8	102
Cn1c(=O)[nH]c(=O)c2c1nc(Br)n2CC(O)c1ccccc1 (configuration not stated)
    -4	-9	44	-9	3	-1	103	105	-4	0.4	103
CCN(CC)S(=O)(=O)c1cc(NS(=O)(=O)c2c(Cl)cccc2Cl)ccc1C
    -5	-1	10	-4	0	-2	84	74	-4	-0.2	81
CCOc1ccc(-n2c(Cc3cc(=O)[nH]c(=O)[nH]3)nnc2SC(C)C)cc1
    -2	0	24	-2	1	1	102	99	-9	0.2	102
Cc1cccc(NC(=O)c2cc(NC(=O)C3CCCCC3C(=O)O)ccc2N2CCCCC2)c1 (configuration not stated)
    -5	-15	23	-8	9	2	101	98	-6	0.7	100

# Compound activity as filed in PubChem BioAssay.

# This is a random part of the collection. About 1.1% of those tested had a hit in this group.
